Vif-A3F inh: qHTS for Inhibitors of Vif-A3F Interactions: qHTS. HeLa A3F-eYFP + Vif (tagged APOBEC3F with the HIV-1 protein that degrades it), YFP fluorescence increase. Potency, µM (top dose mostly 46.1 µM), inactives show top-dose activity, negative = active. 0.2% of 390,000 active; note: potency is the fitted concentration of half-maximal effect; % of control where 0% means no effect; nearly all actives have a fitted effect of over 65% in size
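HeLa cells stably expressing A3F-eYFP plus Vif, plated and incubated overnight at 37 deg C, then exposed to compounds overnight at 37 deg C. Blocked degradation read as raised yellow fluorescence (Ex 488/Em 500-530).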
RGS4 inhibitor: Inhibitors of Regulator of G Protein Signaling (RGS) 4: qHTS | Transcreener GDP fluorescence polarization, RGS4-accelerated GTP hydrolysis | Potency, µM (top dose mostly 114 µM), for the others: top-dose activity change, negative = inhibition, usual class: inhibitors | 0.039% of 390,000 active; note: potency is the fitted concentration of half-maximal effect; % is set by controls: 0 for no effect and ±100 for the full control effect; nearly all actives have a fitted effect of over 75% in size; some results filed as inactive show a strong effect at the top dose
Target sequence (P49798 whole entry, looked up): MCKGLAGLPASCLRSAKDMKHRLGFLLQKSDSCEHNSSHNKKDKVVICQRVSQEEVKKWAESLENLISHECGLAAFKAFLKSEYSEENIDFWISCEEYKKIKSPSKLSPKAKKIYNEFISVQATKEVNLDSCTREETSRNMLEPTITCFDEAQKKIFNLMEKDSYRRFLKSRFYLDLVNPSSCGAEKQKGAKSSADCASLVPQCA
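MLSMR compounds (23 nl, pin-transferred) preincubated 10 min at room temperature with a 500nM (2x) first reagent, then RGS4 at 900nM (2x) plus Transcreener GDP mix added; fluorescence polarization (620/688 nm) read before and after 90 min at 30 °C.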
USP1 inh: Inhibitors of USP1/UAF1: Primary Screen; recombinant USP1/UAF1, Ub-Rhodamine cleavage fluorescence; Potency, µM (doses to about 57.1 µM), without a hit: top-dose activity change, negative = inhibition, usual class: inhibitors; 0.23% of 390,000 active; AID 743255, 2014; note: potency is the fitted concentration of half-maximal effect; % is set by controls: 0 for no effect and ±100 for the full control effect; nearly all actives have a fitted effect of over 60% in size; inactives centre near -12
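In this screen, compounds sit with the deubiquitinase complex (1nM) for 15 min at room temperature before Ub-Rho is added at 150nM final. Fluorescence rise is then followed for 6 reads every 60 seconds.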
GRP78 ERSR act: qHTS for Inducers of the Endoplasmic Reticulum Stress Response (ERSR) in Human Glioma: qHTS; Potency, µM, inactives show at the highest dose activation, usual class: activators; U87-MG GRP78 promoter luciferase reporter, 16 h; AID 602332, 2012; 0.02% of 420,000 active; note: potency is the fitted concentration of half-maximal effect; series mostly up to about 76 µM; % of control where 0% means no effect; nearly all actives have a fitted effect of over 35% in size
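Stably transfected U87-MG human glioma cells carrying a GRP78-based luminescent sensor were seeded at 1000 cells/well, pin-dosed with compounds and incubated 16 h. Luciferase reagent was then added, and end-point luminescence was read after 10 min at room temperature.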
TrxR1 substrate: qHTS Assay for Substrates of Mammalian Selenoprotein Thioredoxin Reductase 1 (TrxR1): qHTS; Thioredoxin reductase 1, cytoplasmic (Rattus norvegicus), O89049; purified TrxR1 substrate turnover, NADPH consumption readout; Potency, µM (series often up to 114 µM), for the others: top-dose activity change, negative = substrate turnover; 0.01% of 390,000 active; note: potency is the fitted concentration of half-maximal effect; % is set by controls: 0 for no effect and ±100 for the full control effect; nearly all actives have a fitted effect of over 50% in size
Target sequence (O89049 whole entry, looked up): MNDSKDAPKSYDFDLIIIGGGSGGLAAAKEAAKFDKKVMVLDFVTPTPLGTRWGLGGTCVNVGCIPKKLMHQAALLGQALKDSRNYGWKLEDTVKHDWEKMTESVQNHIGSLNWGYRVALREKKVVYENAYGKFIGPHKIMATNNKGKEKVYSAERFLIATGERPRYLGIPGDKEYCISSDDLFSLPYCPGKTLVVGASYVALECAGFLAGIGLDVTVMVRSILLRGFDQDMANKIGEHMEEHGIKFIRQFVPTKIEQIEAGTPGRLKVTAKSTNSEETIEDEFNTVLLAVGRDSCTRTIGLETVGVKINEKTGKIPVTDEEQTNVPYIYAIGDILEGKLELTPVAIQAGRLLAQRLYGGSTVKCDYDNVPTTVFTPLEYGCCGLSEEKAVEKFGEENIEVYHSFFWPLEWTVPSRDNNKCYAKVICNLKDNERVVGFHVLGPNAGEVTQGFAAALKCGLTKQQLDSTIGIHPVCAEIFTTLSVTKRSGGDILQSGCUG
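Rat TrxR1, dispensed at 90 nM, was prereduced with 400 uM NADPH (final) for 5 min at ~22 deg C, then incubated with compound 15 min before 400 uM selenite. A first-read NADPH fluorescence drop versus no-compound background flagged substrates.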
IDH1 R132H inh: qHTS for Inhibitors of mutant isocitrate dehydrogenase 1 (IDH1): qHTS; AID 602179, 2012; 0.093% of 390,000 active; Isocitrate dehydrogenase [NADP] cytoplasmic (Homo sapiens), O75874; Potency, µM (top dose mostly 76.6 µM), without a hit: at the top dose activity change, negative = inhibition, usual class: inhibitors; IDH1-R132H enzyme, NADPH consumption, diaphorase/resazurin fluorescence; note: potency is the fitted concentration of half-maximal effect; % is set by controls: 0 for no effect and ±100 for the full control effect; nearly all actives have a fitted effect of over 65% in size
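IDH1-R132H (0.5 ug/mL dispensed) in pH 7.5 Tris buffer was preincubated 30 min with compound, then given a substrate mix of 0.016 mM NADPH and 2 mM alpha-KG for 80 min at room temperature; remaining NADPH was read by diaphorase/resazurin fluorescence.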
rTrxR1 inhibitor: qHTS Assay for Inhibitors of Mammalian Selenoprotein Thioredoxin Reductase 1 (TrxR1): qHTS; Potency, µM (series often up to 114 µM), inactives show at the top dose activity change, negative = inhibition, hits mostly inhibitors; recombinant rTrxR1, NADPH fluorescence consumption, selenite substrate; 1% of 390,000 active; note: potency is the fitted concentration of half-maximal effect; % is set by controls: 0 for no effect and ±100 for the full control effect; nearly all actives have a fitted effect of over 65% in size
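Rat TrxR1 (90 nM in the dispensed reagent) was pre-reduced with 400 uM NADPH for 5 min at room temperature, then incubated with compound for 15 min. After 400 uM selenite was added, NADPH fluorescence (Ex 340/Em 450 nm) was followed for 8 min.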
Vif-A3G inh: qHTS for Inhibitors of Vif-A3G Interactions: qHTS. DNA dC->dU-editing enzyme APOBEC-3G (Homo sapiens), Q9HC16. HeLa A3G-eYFP + Vif (tagged APOBEC3G with the HIV-1 protein that degrades it), YFP fluorescence, overnight. Potency, µM (top dose mostly 46.1 µM), for inactives: at the top dose activity, negative = active, usual class: inhibitors. 0.076% of 410,000 active. AID 602310, 2012;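 note: potency is the fitted concentration of half-maximal effect; % is set by controls: 0 for no effect and ±100 for the full control effect; nearly all actives have a fitted effect of over 60% in size; hits raise eYFP signal because A3G escapes Vif-driven loss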
Target sequence (Q9HC16 whole entry, looked up): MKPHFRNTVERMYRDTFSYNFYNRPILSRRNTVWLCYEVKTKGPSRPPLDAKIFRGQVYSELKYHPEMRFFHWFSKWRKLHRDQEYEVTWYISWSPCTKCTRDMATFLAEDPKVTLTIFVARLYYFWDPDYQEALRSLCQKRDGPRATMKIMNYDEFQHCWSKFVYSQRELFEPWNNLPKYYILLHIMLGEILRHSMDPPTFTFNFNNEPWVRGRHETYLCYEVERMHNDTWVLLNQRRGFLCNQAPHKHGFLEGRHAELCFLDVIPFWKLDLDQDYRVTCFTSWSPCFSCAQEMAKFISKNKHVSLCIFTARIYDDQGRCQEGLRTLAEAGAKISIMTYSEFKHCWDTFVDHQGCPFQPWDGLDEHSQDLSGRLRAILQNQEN
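HeLa cells stably expressing Vif and C-terminally eYFP-tagged A3G, seeded overnight at 37 deg C, then exposed to compound by pintool overnight at 37 deg C. Rise in yellow fluorescence (Ex 488/Em 500-530, Acumen) marks blocked Vif-driven A3G degradation.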
LDHA inh: qHTS assay for inhibitors of human lactate dehydrogenase | activity change, % (values are at about 110 or 230 µM) | L-lactate dehydrogenase A chain (Homo sapiens), P00338 | AID 1347041, 2019 | purified LDHA, NADH/diaphorase-resazurin fluorescence; hits give low values | 0.15% of 480,000 active; in the data active = activity change below about -30%; inconclusive = mostly about -25% to -30%;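 note: plate controls were DMSO wells for no effect and wells without enzyme for full effect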
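Remaining NADH was detected by diaphorase (0.133 mg/mL) converting 37 µM resazurin to fluorescent resorufin, read at 0 and 20 minutes. The preceding 5-minute room-temperature reaction used 2 nM LDHA, 0.2 mM sodium pyruvate and 0.06 mM NADH at pH 7.4.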
An asterisk follows results filed as active; & = joins results of further samples; [ ] = another dose, or the depositor's remark. Unless noted, calls come from the whole dose curve; as a rule, active = well fitted curve in the direction sought with a large enough effect; inconclusive = small, poorly fitted or top-dose-only effect, or another doubt; inactive = no such curve, though single readings can be large; an effect the other way counts as inactive or inconclusive. Not all compounds are listed; count on the stated rates, not on these rows.

Screening CN(C)S(=O)(=O)c1cccc(C(=O)Nc2ccc(N3CCOCC3)cc2)c1 returned Vif-A3F inh -3%, RGS4 inhibitor -8%, USP1 inh -30%, GRP78 ERSR act -6%, TrxR1 substrate -3%, IDH1 R132H inh 12%, rTrxR1 inhibitor 1%, Vif-A3G inh -4% and LDHA inh 18.
`CCCN1CCC(NC(=O)C2CCCCC2C(=O)O)CC1` (stereo not drawn) gave Vif-A3F inh -8%, RGS4 inhibitor -7%, USP1 inh -17%, GRP78 ERSR act -2%, TrxR1 substrate -2%, IDH1 R132H inh 7%, rTrxR1 inhibitor 16%, Vif-A3G inh 2% and LDHA inh -2.
`COC(=O)C(CC(=O)c1ccc(Cl)cc1)c1ccc(C)cc1` (stereo not drawn) gave Vif-A3F inh 5%, RGS4 inhibitor -17%, USP1 inh -27%, GRP78 ERSR act 3%, TrxR1 substrate -10%[57.1 µM], IDH1 R132H inh 11%, rTrxR1 inhibitor 7%[57.1 µM], Vif-A3G inh -11% and LDHA inh -1.
CN1CCN(CCCNC(=O)c2ccc(/C=C3/Sc4ccccc4N(Cc4cccc(Cl)c4)C3=O)cc2)CC1 was read as Vif-A3F inh -1%, RGS4 inhibitor -7%, USP1 inh -24%, GRP78 ERSR act -9%, TrxR1 substrate 1%, IDH1 R132H inh -5%, rTrxR1 inhibitor 25%, Vif-A3G inh inconclusive and LDHA inh 0.
For CCCc1nc(C)c2c(=O)[nH]c(-c3cc(S(=O)(=O)N4CCN(CC)CC4)ccc3OCC)nn12 the results were Vif-A3F inh -7%, RGS4 inhibitor 5%, USP1 inh -22%, GRP78 ERSR act -4%&-4%, TrxR1 substrate -3%, IDH1 R132H inh 4%, rTrxR1 inhibitor -8%, Vif-A3G inh -5% and LDHA inh -6.
`CCOc1ccc(CN2CCN(CCCn3cccn3)CC2CCO)cc1` (stereo not drawn) gave Vif-A3F inh 0%, RGS4 inhibitor 2%, USP1 inh 2%, GRP78 ERSR act -3%, TrxR1 substrate 4%, IDH1 R132H inh 4%, rTrxR1 inhibitor 18%, Vif-A3G inh -1% and LDHA inh -9.
Screening CCn1cc(C(=O)N[C@@H](CCSC)C(=O)NCCCn2ccnc2)c(=O)c2cc3c(cc21)OCO3 returned Vif-A3F inh 3%, RGS4 inhibitor -7%, USP1 inh -7%, GRP78 ERSR act -7%, TrxR1 substrate 1%, IDH1 R132H inh 17%, rTrxR1 inhibitor 3%, Vif-A3G inh 0% and LDHA inh -1.
COc1ccc(-n2c(SCC(=O)Nc3nnc(C)s3)nc3c([nH]c4ccccc43)c2=O)cc1 was read as Vif-A3F inh -11%, RGS4 inhibitor -21%, USP1 inh -17%, GRP78 ERSR act -1%, TrxR1 substrate -1%[57.1 µM], IDH1 R132H inh -3%, rTrxR1 inhibitor 20%[57.1 µM], Vif-A3G inh -4% and LDHA inh inconclusive.
Clc1ccc(-c2nc3ccccn3c2CN2CCSCC2)cc1 was read as Vif-A3F inh -4%, RGS4 inhibitor -1%, USP1 inh -22%, GRP78 ERSR act -3%, TrxR1 substrate 7%, IDH1 R132H inh 5%, rTrxR1 inhibitor 35%, Vif-A3G inh -7% and LDHA inh -1.
CC(C)(C)N/C=C(\C#N)S(=O)(=O)c1ccc(Br)cc1 was read as Vif-A3F inh 10%, RGS4 inhibitor 7%, USP1 inh -12%, GRP78 ERSR act -3%, TrxR1 substrate 8%[57.1 µM], IDH1 R132H inh 3%, rTrxR1 inhibitor 15%[57.1 µM], Vif-A3G inh -5% and LDHA inh -9.
Cc1cccc(-n2c(C)cc(/C=N/O)c2C)c1 was read as Vif-A3F inh 1%, RGS4 inhibitor 1%, USP1 inh -23%, GRP78 ERSR act 0%, TrxR1 substrate 11%, IDH1 R132H inh 5%, rTrxR1 inhibitor 1%, Vif-A3G inh 0% and LDHA inh 2.
`CCNC(=S)NNC(=O)c1ccoc1C` gave Vif-A3F inh 0%, RGS4 inhibitor -5%, USP1 inh -10%, GRP78 ERSR act -2%, TrxR1 substrate 3%, IDH1 R132H inh -1%, rTrxR1 inhibitor 9%, Vif-A3G inh -2% and LDHA inh 0.
For C1=C(CCNCC2CCCCC2)CCCC1 the results were Vif-A3F inh -12%, RGS4 inhibitor 0%, USP1 inh -10%, GRP78 ERSR act -2%, TrxR1 substrate -7%, IDH1 R132H inh 3%, rTrxR1 inhibitor -9%, Vif-A3G inh 1% and LDHA inh -4&-1.
O=[N+]([O-])c1cccc(/C=N/Nc2ncc(Br)cn2)c1 was read as Vif-A3F inh 2%, RGS4 inhibitor 8%, USP1 inh -11%, GRP78 ERSR act 5%, TrxR1 substrate -3%, IDH1 R132H inh -7%, rTrxR1 inhibitor 16%, Vif-A3G inh 4% and LDHA inh -4.
Screening CCOc1ccc(/C=N/OCC(=O)Nc2cc(C)on2)cc1 returned Vif-A3F inh 5%, RGS4 inhibitor -15%, USP1 inh -18%, GRP78 ERSR act -2%, TrxR1 substrate 5%, IDH1 R132H inh 10%, rTrxR1 inhibitor 22%, Vif-A3G inh -9% and LDHA inh -1.
`COc1ccc(C2(c3ccc(OC(C)=O)cc3OC(C)=O)CC(c3ccccc3)NC(=S)N2)cc1` (stereo not drawn) gave Vif-A3F inh 0%, RGS4 inhibitor -48%, USP1 inh -24%, GRP78 ERSR act -5%, TrxR1 substrate 0%, IDH1 R132H inh 11%, rTrxR1 inhibitor -15%, Vif-A3G inh -23% and LDHA inh 3.
OCC1(Cc2ccccc2)CCCN(Cc2ccn[nH]2)C1 (stereo not drawn) was read as Vif-A3F inh -1%, RGS4 inhibitor 14%, USP1 inh -24%, GRP78 ERSR act -5%, TrxR1 substrate 6%, IDH1 R132H inh -3%, rTrxR1 inhibitor 31%, Vif-A3G inh 1% and LDHA inh 0.
Screening NS(=O)(=O)c1ccc(CCNC(=O)CSc2ccc([N+](=O)[O-])cc2)cc1 returned Vif-A3F inh 2%, RGS4 inhibitor -15%, USP1 inh inconclusive, GRP78 ERSR act -1%, TrxR1 substrate -1%, IDH1 R132H inh -8%, rTrxR1 inhibitor 8%, Vif-A3G inh 3% and LDHA inh -9.
O=C(NCc1ccc(Cl)cc1)c1cc(=O)[nH]c2ccccc12 was read as Vif-A3F inh 1%, RGS4 inhibitor 7%, USP1 inh -25%, GRP78 ERSR act -3%, TrxR1 substrate 15%, IDH1 R132H inh 3%, rTrxR1 inhibitor 41%[activator], Vif-A3G inh 0% and LDHA inh -4.
`CCCN(C(=O)COC(=O)c1nc2nc(C)cc(C)n2n1)C1CCS(=O)(=O)C1` (stereo not drawn) gave Vif-A3F inh -17%, RGS4 inhibitor 21%, USP1 inh -28%, GRP78 ERSR act -4%, TrxR1 substrate 6%, IDH1 R132H inh -3%, rTrxR1 inhibitor 30%, Vif-A3G inh -1% and LDHA inh -1.
For Cc1cc(C)n(C2CC(=O)N(c3ccccc3)C2=O)n1 (stereo not drawn) the results were Vif-A3F inh -8%, RGS4 inhibitor -13%, USP1 inh -15%, GRP78 ERSR act -3%, TrxR1 substrate -7%, IDH1 R132H inh 0%, rTrxR1 inhibitor 8%, Vif-A3G inh 1% and LDHA inh 6.
`CCNC(=S)Nc1ccc(-c2nc3ccccc3[nH]2)cc1` gave Vif-A3F inh -5%, RGS4 inhibitor -44%, USP1 inh -20%, GRP78 ERSR act -2%, TrxR1 substrate -11%[57.1 µM], IDH1 R132H inh 6%, rTrxR1 inhibitor -2%[57.1 µM], Vif-A3G inh 3% and LDHA inh -9.

Among those listed so far, 2 have two or more sulfur atoms.
COc1ccc(-n2c(SCC(=O)Nc3nnc(C)s3)nc3c([nH]c4ccccc43)c2=O)cc1 was read as Vif-A3F inh -11%, RGS4 inhibitor -21%, USP1 inh -17%, GRP78 ERSR act -1%, TrxR1 substrate -1%[57.1 µM], IDH1 R132H inh -3%, rTrxR1 inhibitor 20%[57.1 µM], Vif-A3G inh -4% and LDHA inh inconclusive.
Screening NS(=O)(=O)c1ccc(CCNC(=O)CSc2ccc([N+](=O)[O-])cc2)cc1 returned Vif-A3F inh 2%, RGS4 inhibitor -15%, USP1 inh inconclusive, GRP78 ERSR act -1%, TrxR1 substrate -1%, IDH1 R132H inh -8%, rTrxR1 inhibitor 8%, Vif-A3G inh 3% and LDHA inh -9.

Screening results deposited in PubChem BioAssay by National Center for Advancing Translational Sciences (NCATS).
